# miR-122 sensor = miR-122 Renilla sensor signal increase in Huh7, primary screen, miR-122 inhibitor project, cell-based, single point, plate reader. 340,000 tested, 0.3% active. activation (reporter increase), % at 12.5 µM. Huh7 miR-122 Renilla luciferase sensor, 48 h; neutral wells = 0, positive control = 100;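 active = mean replicate activation score at least 90 and every replicate individually at or above 90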;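 note: higher luciferase means less miR-122 activity so hits act as miR-122 inhibitors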
# * marks the source's active call; other numbers are inactive results. Only part of the results is shown; rates above refer to the full screens.
entry	Compound	miR-122 sensor
1	CCC(C)NS(=O)(=O)c1ccc(NC(=O)CCC2CCCCC2)cc1 (configuration not stated)	-2
2	O=C1COc2ccc(C(=O)c3ccccc3C(=O)NCc3ccco3)cc2N1	-9
3	CSc1ccccc1NC(=O)CSCc1ccc(C)cc1	1
4	Nc1nc(-c2ccc(Cl)cc2)cn1N	-2
5	O=C(c1nc2nc(-c3ccccc3)cc(C(F)(F)F)n2n1)N1CCOCC1	-22
6	Fc1ccccc1COc1ccc(/C=N/n2cnnc2)cc1	-23
7	CCc1cccc(CC)c1NC(=O)C(NS(=O)(=O)c1cccs1)c1ccccc1 (configuration not stated)	5
8	Cc1ccc(S(=O)(=O)NC(N)=NCCc2ccc(Cl)cc2)cc1C	0
9	CC(=O)N=c1sc(C(C)(C)C)c(C)n1C	-3
10	CC1CN(CCCOc2ccc([N+](=O)[O-])cc2)CC(C)O1 (configuration not stated)	0
11	Cc1nn(Cc2ccccc2)c(C)c1C(=O)Nc1ccc(N2CCOCC2)cc1	-3
12	C[N+]1(CCNC(=O)/C=N/O)CCCCC1	-11
13	COCCNC(=O)c1ccc(CN2CCOCC2)cc1	-7
14	O=C(Nc1nccs1)C1C2/C=C\CCCCC21 (configuration not stated)	1
15	O=C(CNC(=O)c1cccs1)OCC(=O)c1cccs1	5
16	Nc1ccccc1C(=O)NNc1ncc(C(F)(F)F)cc1Cl	7
17	Cc1cccc(C(=O)Nc2sc3c(c2C#N)CCCCC3)c1	-6
18	CC(C)C(NC(=O)c1ccccc1NC(=O)c1ccccc1)C(=O)NCCCn1ccnc1 (configuration not stated)	0
19	COc1ccccc1CNC(=O)C1CC(=O)N(C2CCCC2)C1 (configuration not stated)	-1
20	COc1cccc(-c2nnc(SCN3C(=O)c4ccccc4C3=O)n2C)c1	1
21	O=C(c1[nH]nc2c1CCc1ccccc1-2)N1CCN(Cc2ccc3c(c2)OCO3)CC1	-3
22	CCOc1cc(C2C3=C(CCCC3=O)NC3=C2C(=O)CCC3)cc(Cl)c1O	4
23	COC(=O)c1cccc(NC(=O)Cc2coc3cc(OC)ccc23)c1	-2
24	N#CC1=C(N)Oc2nc(-c3ccccc3)[nH]c2C1c1cccnc1 (configuration not stated)	1
25	C=CCn1c(=O)/c(=C2/SC(C)=C(C)N2CC)s/c1=C1/C(=O)N(CC)C(=S)N1c1ccccc1	-1
26	COc1cccc(NC(=O)CCCOc2cc(=O)n(C)c3ccccc23)c1	-3
27	Cc1ccccc1C(=O)N1CCc2cc(-c3nc(NC(=O)Cc4ccc5c(c4)OCO5)sc3C)ccc21	-10
28	Cn1ncc(C#N)c1NC(=O)C1CC(c2ccc(Cl)cc2)=NO1 (configuration not stated)	-3
29	Cc1ccsc1/C=N/Nc1ncc(Cl)cc1Cl	-5
30	CSc1nn(CCc2ccncc2)c(=S)s1	-6
31	COc1ccc(-c2nc3n(c2Br)CCC3)cc1	-3
32	Cc1cc(C)n(CC(=O)NC2CCCCC2)n1	1
33	CC(=O)C1=C(O)C(=O)N(Cc2cccnc2)C1c1ccccc1Cl (configuration not stated)	-1
34	CN(C(=S)NC(=O)CCCOc1ccc(Cl)cc1Cl)c1ccccc1	1
35	Cc1ccc(-n2c3c(cc(C(=O)NC4CCSC4=O)c2=O)C(=O)CCC3)cc1 (configuration not stated)	1
36	COc1ccc(C(=O)N/N=C/C(C)c2ccccc2)cc1OC (configuration not stated)	1
37	O=S(=O)(NCc1ccccc1)c1ccc(S(=O)(=O)N2CCCCC2)cc1	32
38	Clc1cccc(CSc2nnc([C@@H]3CCCN3)o2)c1	1
39	CCCCCCNC(=O)C(C#N)c1nc2ccccc2nc1N1CCCC1 (configuration not stated)	7
40	CC(C)CC(c1nnnn1C1CCCCC1)N1CCN(c2ncccn2)CC1 (configuration not stated)	68
41	CCCn1nc(NC(=O)c2ccncc2)c2cc3ccccc3nc21	-4
42	CCCC(=N)C1=C(O)CC(CC(C)SCC)CC1=O (configuration not stated)	6
43	O=C(NCCN1CCCCCC1)C1CCN(S(=O)(=O)N2CCOCC2)CC1	-3
44	O=C(CSc1ncn(-c2ccccc2)n1)Nc1nc(-c2ccccc2)cs1	-4
45	O=C(c1cccc(N2CCCC2=O)c1)N1CCN(c2cccc(Cl)c2)CC1	51
46	O=C(COC(=O)c1cc[n+]([O-])cc1)NCC12CC3CC(CC(C3)C1)C2	-10
47	Cc1c(NC(=O)CCSc2ccc(Cl)cc2)c(=O)n(-c2ccccc2)n1C	-10
48	O=C(c1ccccc1)C(CCC(CN1CCOCC1)C(=O)c1ccccc1)CN1CCOCC1 (configuration not stated)	18
49	CCOC(=O)C1=C(C)N(c2nonc2NC(C)=O)C(N)=C(C#N)C1c1ccccc1F (configuration not stated)	-2
50	CCc1cc(C(=O)Cc2cnn(-c3ccccc3)c2)c(O)cc1O	-7

# Brought forward from above: three entries, followed by the next part.
entry	Compound	miR-122 sensor
48	O=C(c1ccccc1)C(CCC(CN1CCOCC1)C(=O)c1ccccc1)CN1CCOCC1 (configuration not stated)	18
49	CCOC(=O)C1=C(C)N(c2nonc2NC(C)=O)C(N)=C(C#N)C1c1ccccc1F (configuration not stated)	-2
50	CCc1cc(C(=O)Cc2cnn(-c3ccccc3)c2)c(O)cc1O	-7
51	C/C(CCc1ccc2c(c1)OCO2)=N\N=C(/N)SC1CC(=O)N(c2ccc(Cl)cc2)C1=O (configuration not stated)	-2
52	CCC(c1nc2ccccc2c(=O)n1CCN1CCOCC1)N1C(=O)c2ccccc2C1=O (configuration not stated)	-5
53	COCCOc1cc(-n2ccnc2SC)c(Cl)cc1Cl	1
54	COc1ccc(CSc2nnc(SCc3ccc([N+](=O)[O-])cc3)s2)cc1	-1
55	CCOC(=O)Nc1ccc(S(=O)(=O)NCCCN2CCOCC2)cc1	-4
56	CCOC(=O)c1sc(NC(=O)CN2C(=O)c3cccc4cccc(c34)C2=O)nc1C	-2
57	CCC(=O)NC(=S)Nc1ccccc1OC	3
58	Cc1ccc(S(=O)(=O)Nc2ccc3nc(N)sc3c2)cc1	268*
59	CCc1nc(NCCc2ccccn2)c2nnn(Cc3ccccc3F)c2n1	-3
60	Cc1cc2ccccc2c(=O)n1CC(=O)NCC(=O)N(C)C1CCCCC1	-12
61	COCCNC(=O)C(c1ccc(C)o1)N(Cc1ccccc1)C(=O)Cn1nnc2ccccc21 (configuration not stated)	12
62	Cc1ccc(C)c(-c2csc(N)c2C(=O)OC(C)C)c1	-2
63	Cc1ccc(N2CCCn3c2cc(C)c(C#N)c3=O)cc1Cl	0
64	CCn1c(C)cc2c(c1=O)C(c1ccccc1Br)C(C#N)=C(N)O2 (configuration not stated)	2
65	Cn1c(C(=O)N(Cc2ccccc2)Cc2cccs2)cc2sccc21	14
66	COc1ccc(OC)c(-c2csc(NC(=O)COC(=O)c3ccc(NC(=O)CC#N)cc3)n2)c1	10
67	COC(=O)c1ccc(-c2nc3cc(Cl)c(N)cc3s2)cc1	9
68	Cc1nc2oc(C(=O)c3ccccc3)c(N)c2c2c1COC(C)(C)C2	-2
69	CCC(C(=O)NCc1ccco1)N(Cc1cccs1)C(=O)CNS(=O)(=O)c1ccccc1 (configuration not stated)	5
70	CN(C)S(=O)(=O)c1ccc(NC(=O)CN2CCN(C(c3ccccc3)c3ccccc3)CC2)cc1	-14
71	CCOC(=O)c1[nH]c2cc(OC)c(OC)cc2c1NC(=O)CN(C)C1CCCCC1	-1
72	CCOc1cc(C#N)c(NC(=O)c2ccco2)cc1OCC	19
73	O=C(O)CCC(=O)Nc1ccccc1C(=O)NCc1ccccc1	-8
74	Cc1ccc(C(=O)N(CN2CCCC2=O)c2ccc(F)cc2)cc1C	-15
75	Cc1ccc(C(=O)C2CCN(CC(=O)NC3CCCCC3)CC2)cc1	-2

# An excerpt from above in order of their number in miR-122 sensor, low to high.
cpd	Structure	miR-122 sensor
59	CCc1nc(NCCc2ccccn2)c2nnn(Cc3ccccc3F)c2n1	-3
68	Cc1nc2oc(C(=O)c3ccccc3)c(N)c2c2c1COC(C)(C)C2	-2
63	Cc1ccc(N2CCCn3c2cc(C)c(C#N)c3=O)cc1Cl	0
64	CCn1c(C)cc2c(c1=O)C(c1ccccc1Br)C(C#N)=C(N)O2 (configuration not stated)	2

# More records:
entry	Compound	miR-122 sensor
76	COc1ccc(O)c(-c2cn[nH]c2-c2cccs2)c1	2
77	NS(=O)(=O)c1ccc(CCNc2ncnc3sccc23)cc1	5
78	CCCCCCCN1C/C=C\C(c2ccc(OC)cc2)N(Cc2ccc(F)cc2)C(=O)[C@H]1Cc1ccccc1 (some centres not stated)	-1
79	CCCCN(CC)C(=O)c1ccc(Cl)c(Cl)c1	0
80	COc1cc2cc(/C=C/C(=O)c3ccco3)c(Cl)nc2cc1OC	2
81	CS(=O)(=O)N(CC(=O)Nc1ccccc1Sc1ccccc1)c1ccc(F)cc1	4
82	CN(C)CCNC(=O)Nc1cccc(Cl)c1Cl	-7
83	COc1ccc(Cl)cc1N(C)C(=O)CCc1nc(-c2ccc(C)cc2)no1	-3
84	Cc1cccc(OC(=O)CN2C(=O)C3C4CCC(C4)C3C2=O)c1C (configuration not stated)	-2
85	Cc1nc2cc(NC(=O)NCc3ccco3)ccc2o1	2
86	CC1CCN(S(=O)(=O)c2ccc(NC(=O)C3CCCCC3C(=O)O)cc2)CC1 (configuration not stated)	0
87	Cn1c2c(c(=O)n(C)c1=O)C(c1cccc([N+](=O)[O-])c1)Nc1ccccc1O2 (configuration not stated)	-1
88	CCn1c2ccccc2c2cc(NC(=S)N3CCOCC3)ccc21	16
89	Cc1ccc(Cn2cccc(NC(=O)c3ccco3)c2=O)cc1	2
90	O=C(c1ccccc1)c1ccc(OCCn2cnc3ccccc3c2=O)cc1	-5
91	O=C(ON=C1CCN(S(=O)(=O)c2ccccc2)CC1)c1cccc(Cl)c1	-6
92	CCC(C)(C)n1nnnc1C(c1cc2cc(OC)ccc2[nH]c1=O)N1CCc2ccccc21 (configuration not stated)	-9
93	Cc1cc(NC(=O)CSc2nc3ccccc3c(=O)n2CCCC(=O)NCc2ccco2)n[nH]1	34
94	CCC(=O)Nc1ccc(-c2nnc(SCC(=O)Nc3nccs3)n2C)cc1	2
95	CCOC(=O)c1ccc(Oc2nc(NC)nc(OC)n2)cc1	-7
96	Cc1ccc(CNC(=O)CSCC(=O)O)cc1	9
97	COC(=O)c1cccc(NC(=S)NCc2ccc(Cl)cc2)c1	-1
98	O=C(O)CCC(=O)Nc1ccc(S(=O)(=O)N2CCCC2)cc1	2
99	CC(C)c1onc(C(=O)Nc2ccc3c(c2)OCO3)c1[N+](=O)[O-]	-2
100	O=C(Nc1ccc(F)c(F)c1)C1CCCN(S(=O)(=O)c2cnc[nH]2)C1 (configuration not stated)	2
101	CN1CCN(C(=O)c2cccc(S(=O)(=O)N3CCCCC3)c2)CC1	-3
102	CC1CN=C(NC2CCCCC2C)S1 (configuration not stated)	-4
103	O=C(COC(=O)c1ccc(S(=O)(=O)NCc2ccco2)cc1)NC1CCCCC1	-6
104	COc1ccc(CN(C(=O)c2ccc(-c3ccccc3)[nH]2)C(C(=O)NCC2CCCO2)c2ccc(C)o2)cc1 (configuration not stated)	230*
105	COCC(=O)Nc1ccc(S(=O)(=O)NCCc2ccccc2)cc1	118*
106	C/C(=N/NC(=O)c1cn(-c2cccc(C)n2)cn1)c1ccc(C)cc1	6
107	CCC(C)NC(=O)c1cc2cc3ccc(OC)cc3nc2s1 (configuration not stated)	-5
108	CC1=C(Sc2nc3ccccc3[nH]2)C(=O)NC(C)(C)C1	-5
109	Fc1cccc2sc(N3CCCCC3)nc12	-6
110	O=C(c1cnc2n(c1=O)CCS2)N(c1ccccc1)C1CCCCC1	-15
111	Cc1ccc(N2C(N)=C(C#N)C(c3cccnc3)C3=C2CC(C)(C)CC3=O)cc1 (configuration not stated)	-5
112	CC1=C(C(=O)Nc2cccnc2)C(c2ccncc2)n2nnnc2N1 (configuration not stated)	-15
113	CCc1nn(C(C)C(=O)NCCN2CCN(c3cccc(C)c3C)CC2)c(=O)c2cc3occc3n12 (configuration not stated)	-3
114	OC(CNCc1ccc(F)cc1)(c1ccccc1)c1ccc(F)cc1 (configuration not stated)	-6
115	Cc1c(C(=O)NCc2ccc(F)cc2)c(-c2ccccc2)nn1-c1ccccc1	9
116	CCOc1ccc(N(CC(=O)NCCCOC)S(C)(=O)=O)cc1	-5
117	CC1(C)NC(=O)N(CC(O)Cn2nnc3ccccc32)C1=O (configuration not stated)	-9
118	Fc1ccc(-c2cc3nc(-c4ccccc4)cc(N4CCOCC4)n3n2)cc1	0
119	O=C(/C=C/c1cc2c(cc1Br)OCO2)NCc1ccc(F)cc1	-2
120	Cn1ncc(Br)c1C(=O)Nc1ccc(F)cc1F	3
121	c1ccc(CN2CN=C(Nc3nc4ccccc4s3)NC2)cc1	-5
122	COC(=O)c1ccccc1NC(=O)CSc1nnc(-c2ccc(OC)cc2)n1C	-6
123	CSc1nc2ccccc2n1C(=O)NC1CCCCC1	12
124	CCn1cc(-c2cc(C(=O)O)c3ccccc3n2)c(C)n1	3
125	COC(=O)c1cccc(-n2nnnc2SCC(=O)Nc2nc3c(s2)CCCC3)c1	-3
126	Cc1cccc(NC(=O)c2cc(-c3cc(Cl)ccc3O)n[nH]2)c1	-2
127	Cc1cc2ncn(C3CC(=O)N(C)C3=O)c2cc1C (configuration not stated)	1
128	O=C(O)c1cccc(S(=O)(=O)NCC2CCCO2)c1 (configuration not stated)	2

# Grouped by structure, the entries above containing a nitro group on carbon (4)
entry	Compound	miR-122 sensor
10	CC1CN(CCCOc2ccc([N+](=O)[O-])cc2)CC(C)O1 (configuration not stated)	0
54	COc1ccc(CSc2nnc(SCc3ccc([N+](=O)[O-])cc3)s2)cc1	-1
87	Cn1c2c(c(=O)n(C)c1=O)C(c1cccc([N+](=O)[O-])c1)Nc1ccccc1O2 (configuration not stated)	-1
99	CC(C)c1onc(C(=O)Nc2ccc3c(c2)OCO3)c1[N+](=O)[O-]	-2
